# KOR beta-arrestin-1 = KOR agonists, beta-arrestin recruitment, primary screen, cell-based, luminescence, uHTS (AID 1777); actives 0.02% (n = 280,000); activation, % at 10 µM; hits with a dose series show EC50 in µM; Kappa-type opioid receptor (Homo sapiens); KOR beta-arrestin recruitment, luminescence; higher % means a stronger effect; in the data active means activation above about 50%, passing the limit was not always enough; further: a part of the inactive calls stands beside numbers as strong as those of hits
# Myeloid diff MLP = induction of myeloid progenitor differentiation, primary screen, cell-based, flow cytometry, MLPCN library. actives 1% (n = 360,000). ER-HoxA9 myeloid progenitors, lysozyme-GFP differentiation. calls only at 10 µM;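 active means normalized GFP-positive differentiation at or above the plate's own cutoff, the solvent-only control mean plus 3 SD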;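 further: cells exposed to compound for four days before flow analysis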
# KOR beta-arrestin-2 = KOR antagonists, beta-arrestin recruitment, cell-based, luminescence, uHTS (AID 1778). Kappa-type opioid receptor (Homo sapiens). KOR beta-arrestin recruitment, luminescence, antagonist mode; higher % means a stronger effect. inhibition, % at 10 µM, or IC50 in µM where a hit was titrated. actives 0.091% (n = 290,000); further: strong numbers were not always called active
# GPR35 arrestin U2OS = GPR35 antagonists blocking zaprinast-driven arrestin recruitment, primary screen, imaging, U2OS, beta-arrestin-GFP, zaprinast agonist (AID 2058) | G-protein coupled receptor 35 (Homo sapiens) | inhibition, % at 10 µM, or IC50 in µM where a hit was titrated | U2OS GPR35 beta-arrestin-GFP translocation imaging, zaprinast antagonism; higher % means a stronger effect | actives 0.052% (n = 290,000);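 active means inhibition of at least 50% with at least 30 cells and total cytoplasm GFP at most 10,000,000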
# GPR55 antagonists = GPR55 antagonists blocking LPI-driven arrestin recruitment, primary screen, imaging, U2OS, beta-arrestin-GFP, LPI agonist (AID 2013); actives 0.13% (n = 290,000); G-protein coupled receptor 55 (Homo sapiens); inhibition, % at 10 µM; hits with a dose series show IC50 in µM; U2OS GPR55 beta-arrestin-GFP translocation imaging, LPI antagonism; higher % means a stronger effect;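 active means spots per cell inhibited over 60%, with over 100 cells counted and total cytoplasm intensity under 500,000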;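 further: U2OS cells stably carrying GPR55 and arrestin-GFP stimulated by 5 µM LPI near EC80; imaged beta-arrestin-GFP aggregate spots per cell after agonist stimulation; plate controls were LPI-stimulated DMSO wells for no effect and DMSO wells without LPI for full effect; some results filed as inactive read as strong as hits; confirmed hits need IC50 under 10 µM and bright autofluorescent wells are also inconclusive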
# HIV peptide binding = inhibitors of HIV fusion peptide binding, primary screen, biochemical, uHTS, fluorescence dequenching (AID 1986) | one-dose inhibition, % at 20 µM; IC50 in µM for titrated hits | actives 0.3% (n = 290,000) | cell-free peptide binding, fluorescence dequenching, 30 min; higher % means a stronger effect; in the data active means inhibition mostly above about 52%, no sharp cut-off; inactive means mostly below about 76%; further: some results filed as inactive read as strong as hits
# GPR55 beta-arrestin = GPR55 agonists via beta-arrestin recruitment, primary screen, imaging, U2OS cells, beta-arrestin-GFP redistribution (AID 1961) | U2OS GPR55 beta-arrestin-GFP redistribution imaging; higher % means a stronger effect | one-dose activation, % at 10 µM; EC50 in µM for titrated hits | actives 0.048% (n = 290,000);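 active means activation above 40% with more than 50 cells counted in the well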;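 further: U2OS osteosarcoma cells stably expressing GPR55 and beta-arrestin-GFP; plate controls were DMSO negative control for no effect and LPI positive control for full effect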
# NOD1 NF-kB reporter = NOD1 signaling inhibitors, primary screen, cell-based, luminescence, uHTS (AID 1578) | NOD1-driven NF-kB luciferase reporter cells, luminescence; higher % means a stronger effect | inhibition, % at 4 µM, or EC50 in µM where a hit was titrated | actives 1% (n = 290,000); in the data active means inhibition mostly above about 36%, no sharp cut-off; inactive means mostly below about 34%;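 further: HEK-293T reporter cells stimulated with the NOD1 agonist gamma-tri-DAP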
# NOD2 inhibition = NOD2 signaling inhibitors, cell-based, luminescence, uHTS, HEK293 (AID 1566); HEK293 NOD2/NF-kB luciferase reporter, luminescence; higher % means a stronger effect; inhibition, % at 4 µM; hits with a dose series show EC50 in µM; actives 0.63% (n = 290,000); further: many of its hits are not listed in these tables
# Myeloid diff MLP GFP+ MAC1+ % = second read-out of Myeloid diff MLP, no call of its own (marks repeat the call); GFP+ MAC1+ double positive, %; measured here: differentiation confirmed by MAC1 staining
# * hit, by the source's call; i = inactive; / = no result given; + = active, no number; [ ] = remark or other dose. Unless noted, no stated cut-off is given here; in the data, active means inhibition above about 50%; inactive means the rest. Only part of the results is shown. The share of hits here may be higher or lower than overall.
SMILES,KOR beta-arrestin-1,Myeloid diff MLP,Myeloid diff MLP GFP+ MAC1+ %,KOR beta-arrestin-2,GPR35 arrestin U2OS,GPR55 antagonists,HIV peptide binding,GPR55 beta-arrestin,NOD1 NF-kB reporter,NOD2 inhibition
Cc1ccc(S(=O)(=O)Cc2ccc(C(=O)NCCCN3CCN(C)CC3)o2)cc1,-3.0%,i,1.8,-14%,11%,11%,-0.4%,0.3%,-1%,19%
COc1ccc(S(=O)(=O)NCCN2CCOCC2)c(C)c1C,-4.4%,i,0.1,-24%[20 µM],8%,0%,0.2%,-0.1%,2%,-4%
CCCCN(C)CCCNC(=O)CCn1nc(-c2ccccc2)ccc1=O,3.4%,i,0.4,-28%,14%,0%,0.0%,-0.1%,-3%,-2%
O=C(N/N=C/c1cc(Br)c(O)c(Br)c1)C1CC1,-3.5%,i,0.7,21%,-1%,11%,-0.4%,0.2%,-8%,-6%
COc1ccc(NC(=S)N2CCN(c3ccccn3)CC2)cc1,2.5%,i,0.3,9%,-23%,17%,0.1%,-0.4%,-5%,3%
CCC(C)N1CCN(S(=O)(=O)c2ccc(NC(C)=O)cc2)CC1 (stereo unspecified),-2.1%,i,0.3,4%,6%,15%,-0.3%,-0.2%,-19%,-6%
COc1ccc(NC(=O)CSc2nccn2C)c([N+](=O)[O-])c1,-4.7%,i,0.4,16%,-10%,-1%,1.6%,-0.3%,-25%,-8%
O=C(CC12CC3CC(CC(C3)C1)C2)Nc1c(F)cccc1F,-3.0%,i,0.5,24%,5%,0%,-0.9%,0.0%,3%,16%
O=C(CN1C(=O)C2C3C=CC(C3)C2C1=O)OCC(=O)c1ccc([N+](=O)[O-])cc1 (stereo unspecified),0.3%,i,0.5,-29%,-4%,-5%,-0.2%,-0.1%,-20%,12%
CN(C)c1ccc(/C=N/n2c(-c3ccccc3Br)n[nH]c2=S)cc1,-1.8%,i,0.4,6%,9%,1%,0.0%,-0.1%,-1%,4%
N#Cc1ccc(C(=O)OCC(=O)NC2CCCC2)cc1,-1.2%,i,0.4,-12%,-11%,4%,-0.9%,0.0%,0%,4%
O=C(N1CCOCC1)N1CCOCC1,-3.7%,i,0.3,-50%,10%,-5%,-0.5%,-0.3%,-28%,-10%
O=C(Cc1ccccc1)NNC(=O)Nc1ccccc1,/,i,0.5,19%[20 µM],15%,26%,-1.3%,-0.1%,-24%,2%
CN(CC(=O)Nc1ccc(N2CCOCC2)cc1)Cc1c(O)ccc2ccccc12,-4.2%,i,0.3,25%,18%,3%,-0.6%,1.0%,17%,13%
O=C(O)CSc1nnc(-c2ccc3c(c2)OCO3)o1,1.1%,i,4.3,28%,-9%,7%,0.1%,0.0%,4%,9%
COC(=O)[C@@]1(Cc2ccc(OC)cc2)[C@H]2c3cc(C(=O)N(C)C)n(CCSCCO)c3C[C@H]2CN1C(=O)c1ccccc1,2.5%,i,1.0,19%,15%,15%,1.9%,-0.1%,-4%,-2%
Cc1cc(/C=C2\SC(=S)NC2=O)c(C)n1C,-0.5%,+,3.4*,17%,8%,2%,-2.8%,-0.2%,/,-17%
Cc1ccc(S(=O)(=O)Nc2ccncc2)c(C)c1N(C)S(=O)(=O)c1ccc(Cl)cc1,2.2%,i,0.2,8%,-4%,2%,-0.6%,0.3%,4%,16%
COc1ccc(C(=O)N2CCCC(Nc3ccc(C)c(C)c3)C2)cc1 (stereo unspecified),0.1%,i,2.7,2%,7%,11%,-2.0%,-0.1%,-36%,16%
O=C(Nc1ccc(Cl)c(Cl)c1)Nc1ccccc1C(=O)O,-0.7%,i,1.2,-45%[20 µM],6%,1%,23%,-0.1%,-56%,-258%
O=S(=O)(c1cc(-c2nnc(-c3ccc(Br)cc3)o2)ccc1Br)N1CCCCCC1,1.1%,i,0.2,-2%,7%,-7%,1.6%,0.7%,-13%,-7%
Cc1nnc(NC(=O)c2c(-c3ccccc3Cl)noc2C)s1,/,i,0.0,-15%[20 µM],7%,2%,1.3%,0.2%,-7%,15%
CCCSc1nc(=O)n2cc(C)ccc2n1,-1.8%,i,8.3,-16%,3%,5%,-0.4%,-0.3%,-28%,-6%
C#CCOCCOCCOCCNc1nc(N2CCOCC2)nc(N2CCN(C(=O)[C@H](CCCCN)n3cc([C@@H](N)CO)nn3)CC2)n1,-1.2%,i,0.9,2%,-8%,-10%,4.5%,-0.2%,-2%,16%
COc1cc2c3nnc(-c4ccc(F)cc4)c-3cn(Cc3ccccc3)c2cc1OC,-1.1%,+,8.4*,-28%,-5%,4%,0.2%,0.92µM*,-20%,9%

# Six structures from above, arranged by molar mass, highest first:
SMILES,KOR beta-arrestin-1,Myeloid diff MLP,Myeloid diff MLP GFP+ MAC1+ %,KOR beta-arrestin-2,GPR35 arrestin U2OS,GPR55 antagonists,HIV peptide binding,GPR55 beta-arrestin,NOD1 NF-kB reporter,NOD2 inhibition
COc1cc2c3nnc(-c4ccc(F)cc4)c-3cn(Cc3ccccc3)c2cc1OC,-1.1%,+,8.4*,-28%,-5%,4%,0.2%,0.92µM*,-20%,9%
CCCCN(C)CCCNC(=O)CCn1nc(-c2ccccc2)ccc1=O,3.4%,i,0.4,-28%,14%,0%,0.0%,-0.1%,-3%,-2%
O=C(N/N=C/c1cc(Br)c(O)c(Br)c1)C1CC1,-3.5%,i,0.7,21%,-1%,11%,-0.4%,0.2%,-8%,-6%
CCC(C)N1CCN(S(=O)(=O)c2ccc(NC(C)=O)cc2)CC1 (stereo unspecified),-2.1%,i,0.3,4%,6%,15%,-0.3%,-0.2%,-19%,-6%
COc1ccc(C(=O)N2CCCC(Nc3ccc(C)c(C)c3)C2)cc1 (stereo unspecified),0.1%,i,2.7,2%,7%,11%,-2.0%,-0.1%,-36%,16%
Cc1cc(/C=C2\SC(=S)NC2=O)c(C)n1C,-0.5%,+,3.4*,17%,8%,2%,-2.8%,-0.2%,/,-17%

# Remaining list, next part
SMILES,KOR beta-arrestin-1,Myeloid diff MLP,Myeloid diff MLP GFP+ MAC1+ %,KOR beta-arrestin-2,GPR35 arrestin U2OS,GPR55 antagonists,HIV peptide binding,GPR55 beta-arrestin,NOD1 NF-kB reporter,NOD2 inhibition
Nc1cccc2nsnc12,-2.1%,i,0.5,1%,3%,6%,-1.1%,0.4%,3%,12%
COc1cc(/C=C/C(=O)O)ccc1OCc1ccc([N+](=O)[O-])cc1,-3.9%,i,0.1,-18%,4%,-11%,1.8%,-0.5%,-13%,15%
Cc1noc(C)c1C(=O)NNc1ccc(C(C)C)cc1,0.7%,i,0.7,-5%,12%,7%,-5.0%,0.4%,4%,-89%
CC(=O)Nc1ccc(NC(=O)CCS(=O)(=O)c2ccc3c(c2)oc(=O)n3C)cc1,-1.3%,i,5.8,-41%,3%,8%,2.1%,0.0%,-17%,12%
O=C(c1cc2ccccc2o1)N1CCCCCC1,2.8%,i,0.4,-32%,-8%,3%,-0.3%,0.2%,-7%,-9%
CCc1ccc(-c2nc(CS(=O)CC(=O)NCc3ccco3)c(C)o2)cc1 (stereo unspecified),5.3%,i,11,-13%,22%,7%,8.9%,0.6%,3%,9%
NC1=NC(=O)C(Cc2ccc(F)cc2)S1 (stereo unspecified),-4.8%,i,0.5,-42%[20 µM],15%,0%,0.4%,-0.1%,-10%,12%
CC(=O)Nc1cccc(-c2csc(NCc3ccccc3)n2)c1,6.1%,i,0.0,-18%,0%,-7%,2.5%,0.6%,-24%,6%
COc1cc2c(cc1OC)C(C)N(C(=O)/C=C/c1cc(OC)c(OC)c(OC)c1)CC2 (stereo unspecified),-2.5%,i,1.4,3%,-2%,0%,0.1%,0.0%,-3%,27%
O=S(=O)(NC(=NCc1ccccc1)c1ccc(F)cc1)c1ccc(Cl)cc1,-3.0%,i,0.7,-20%[20 µM],-1%,-14%,1.5%,-0.1%,-38%,-14%
Cc1cc2[nH]c(=O)c(=O)[nH]c2cc1S(=O)(=O)NC1CCCCC1C (stereo unspecified),-5.9%,i,1.8,40%[20 µM],3%,0%,0.0%,-0.3%,-30%,0%
Cc1ccsc1C1C(C#N)=C(N)N(N(C)C)C2=C1C(=O)CCC2 (stereo unspecified),0.9%,i,0.7,6%,0%,-5%,-3.3%,-0.4%,-10%,2%
CCOc1ccccc1NC(=O)CN1C(=O)COc2ccc(S(=O)(=O)N3CCOCC3)cc21,-2.5%,i,4.4,-26%,-13%,-9%,0.7%,-0.1%,29%,-4%
COC(=O)Cc1ccc(NC(=O)c2ccc(Br)o2)cc1,-3.2%,i,0.6,22%,12%,1%,1.5%,0.1%,-40%,-46%
CCCCCC1CCC(C(=O)NCCN2CCOCC2)CC1 (stereo unspecified),-2.3%,i,0.4,37%,10%,0%,-1.8%,-0.1%,-8%,-41%
O=C(Cn1c(=O)oc2ccccc21)NCc1ccco1,-2.9%,i,1.2,-1%,8%,-1%,4.0%,-0.1%,3%,5%
CC(=O)NCc1ccc(C(=O)CCl)cc1,6.1%,i,0.0,-13%,9%,-7%,-0.3%,0.1%,-4%,20%
O=C(CSc1ncn(-c2ccccc2)n1)Nc1nc2c(s1)CCCC2,-3.2%,i,7.4,34%,-14%,-5%,12%,-0.1%,-26%,-3%
C/C(=N\NC(=O)c1ccc(CN2CCOCC2)cc1)c1ccc(NC(=O)c2ccccc2)cc1,-3.4%,i,0.2,6%,-6%,10%,2.1%,0.5%,-62%,-20%

# Screens deposited in PubChem BioAssay by several laboratories.
